S3 lipid droplet: qHTS Assay for Lipid Storage Modulators in Drosophila S3 Cells. Drosophila S3 cells, BODIPY lipid droplet fluorescence, 18-24 h; cells fed with added oleic acid. Potency in µM for hits, for the others lipid storage change, negative = inhibition, % at the top dose, mostly 46.1 µM. 320,000 compounds, 0.64% hits. AID 2685, 2010; active = well fitted inhibition curve with a large enough effect in the signal ratio, with a control signal flat, not every such curve was filed as active; inconclusive = small, poorly fitted or top-dose-only effect, or effect the other way, or a change in a side signal; the % refers to the signal ratio
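Laser-scanning cytometry quantifies lipid droplet accumulation (500–530 nm total intensity; droplet/cell object ratio) in oleic acid-fed (400 uM added) Drosophila S3 cells treated with a concentration series. 20 uM Triacsin C defined 100% inhibition.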
S3 lipid droplet cell count max: also measured in S3 lipid droplet; calls as there; cell number change, %; measured here: cell count max response;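 cells counted by Cell Tracker Red CMTPX staining in the red channel; peak over a dose series mostly up to 46.1 µM; percent activity relative to internal control wells on each plate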
An asterisk follows results filed as active; i = inactive; ? = inconclusive; . = not tested or not shown; [ ] = remark or other dose. % is set by controls: 0 for no effect and ±100 for the full control effect; potency is the fitted concentration of half-maximal effect.

Compound,S3 lipid droplet,S3 lipid droplet cell count max
O=C(Nc1cccc(S(=O)(=O)NC2=NCCC2)c1)C1CCC1,i,.
COCCNC(=O)Cn1cc2c(n1)CCCCC2,i,.
Cc1ccc(-c2csc(N3CCC[C@@H]3C(=O)NCCn3c(-c4ccncc4)nc4ccccc43)n2)cc1,?,.
Cc1cc(C)c2nc(N3CCC(C(=O)NCCCN4CCCCC4)CC3)sc2c1,?,.
C/C=C/c1ccc(OCCCCn2cncn2)c(OC)c1,?,.
O=[N+]1C2=C(CCCC2)N([O-])C12CCCC2,-1%,3
c1ccc(CSc2nnc3ccc(-c4ccco4)nn23)nc1,?,.
Cc1cccc(OCCNc2cc(N3CCN(C)CC3)ccc2[N+](=O)[O-])c1,-18%,-8
Cc1ccc(C(=O)N2CC(C)CC(C)C2)cc1NC1=NC2CS(=O)(=O)CC2S1 (stereo not given),?,.
COc1ccc(-c2nc(CS(=O)(=O)CC(=O)NCCc3ccccc3)c(C)o2)cc1,?,.
Nc1nc(-c2cc(O)ccc2[N+](=O)[O-])cc(-c2ccccc2)c1[N+](=O)[O-],?,.
C/C(=N\NC(=O)c1ccc2ccccc2c1)c1cccnc1,?,.
Cc1[nH]c2ccccc2c1C(=O)C(C)Sc1nnc(C2CC2)o1 (stereo not given),?,.
Cc1ccccc1C(=O)NNC(=O)C1CCCN(c2ncccn2)C1 (stereo not given),?,.
O=[N+]([O-])c1cc(Cl)ccc1Nc1ccccc1,i,-24
Cc1c(C=O)c2ccccc2n1CC(=O)N1CCc2ccccc2C1,2%,19
CC(C)CCNC(=O)C(c1ccco1)N(Cc1ccccc1)C(=O)c1snc(C(N)=O)c1N (stereo not given),?,.
O=C1/C(=C\c2ccccc2Cl)SC(=S)N1CCC(=O)N1CCCc2ccccc21,?,.
CN(CC(=O)Nc1cccc(F)c1)C(=O)CCc1nc2cc(S(=O)(=O)N3CCOCC3)ccc2n1C,7%,-3
O=C(Cn1nnc(-c2ccccc2)n1)NNC(=O)c1cccc([N+](=O)[O-])c1,?,.
Cn1c(SCC(N)=O)nnc1C1CCN(S(=O)(=O)c2ccccc2C(F)(F)F)CC1,?,.
Cc1nnc(N2C(=O)c3oc4ccccc4c(=O)c3C2c2ccco2)s1 (stereo not given),i,.
Cc1cc(C(=O)O)ccc1-n1c(C)cc(C=C2C(=O)c3ccccc3C2=O)c1C,?,.
CC1CCCCN1C(=O)CSc1nc(-c2ccccc2)cc(=O)[nH]1 (stereo not given),?,.
CCN(CC)S(=O)(=O)c1ccc(S(=O)(=O)N2CCN(C(=O)c3ccco3)CC2)cc1,3%,-1
CC(C(=O)NN=C(c1ccccc1)c1ccccc1)N1CCOCC1 (stereo not given),-4%,.
CCOc1ccc(CC2S/C(=N/N=C/c3ccco3)NC2=O)cc1 (stereo not given),-3%,-14
Cn1c(SCc2ccccn2)nnc1-c1cnccn1,?,.
Oc1ccc(-c2nccc(-c3ccc(Br)cc3)n2)cc1,?,.
O=C(CN1C(=O)CCC1=O)Nc1ccc(Cc2ccc(NC(=O)CN3C(=O)CCC3=O)cc2)cc1,?,.
COc1ccc(CCN(C)C(=O)CCCN2C(=O)c3cccc4cccc(c34)C2=O)cc1OC,?,.
CC(C)Oc1ccc(/C=C/C(=O)NCC2COc3ccccc3O2)cc1 (stereo not given),-8%,-3
O=C(Cc1ccc2c(c1)OCCO2)N1CCN(S(=O)(=O)c2cccs2)CC1,?,.
NC(=O)CSc1nnc(NC(=O)c2ccc(S(=O)(=O)N3CCCCC3)cc2)s1,?,.
CC1CCCC(C)N1CC(O)Cn1c2ccccc2c2ccccc21 (stereo not given),3%,-2
O=c1[nH]c2ccc(N=Cc3c(O)ccc4cc(Br)ccc34)cc2[nH]1,-16%,4
NS(=O)(=O)c1ccc(NC(=O)COC(=O)C2(c3ccc(F)cc3)CCCC2)cc1,?,.
COc1ccc(C(=O)NCCc2cnc[nH]2)cc1OC,19%,-11
O=S(=O)(c1ccc(Oc2ccc(Br)cc2)cc1)N1CCOCC1,13µM*,-10*
Cc1ccc(C(=O)NCC(=O)N/N=C/c2cccs2)cc1[N+](=O)[O-],?,.
CC(=O)Nc1ccc(C(=O)OCC(=O)NCCC2=CCCCC2)cc1,?,.
Cc1ccc(CS(=O)(=O)CCC(=O)O)cc1,?,.
NC(=S)N/N=C/c1ccc(C(F)(F)F)cc1,?,.
CN(C)CC[n+]1ccc(C(=O)c2ccccc2)cc1,?,.
Cn1c(SCC(=O)N2CCCC2)nnc1-c1ccc(S(=O)(=O)N2CCCC2)cc1,?,.
COc1ccc(NCc2cc(=O)[nH]c3ccccc23)cc1,?,.
CCCCOC(=O)C1C2C=C[C@]3(CN(CCCOC)C(=O)[C@H]13)O2 (stereo not given in full),?,.
CC(C)c1ccc(NC(=O)CCS(=O)(=O)c2cccc3nonc23)cc1,?,.
Cc1ccc(-c2cn3cccnc3n2)cc1NC(=O)c1c(-c2ccccc2Cl)noc1C,?,.
Clc1ccc(-c2nnnn2-c2ccc(Cl)cc2)cc1,?,.
CC1Cc2ccccc2N1C(=O)CSc1nc2c(c(=O)n(C)c(=O)n2C)n1Cc1ccccc1 (stereo not given),?,.
CCCc1nnc(NC(=O)c2ccc([N+](=O)[O-])cc2)s1,?,.
O=C(O)c1ccc2c(=O)n(-c3ccc(F)cc3)c(=S)[nH]c2c1,2%,6
Nc1nc(Nc2cccc(Cl)c2)nc(NCc2ccco2)c1[N+](=O)[O-],?,.
COc1ccccc1CN1CCNC(=O)C1CC(=O)N(C)Cc1nc(C)cs1 (stereo not given),?,.
CCC(Cc1ccccc1)NC(=O)C1CCN(S(=O)(=O)c2c(C)noc2C)CC1 (stereo not given),i,7

Further structures follow:
| Compound | S3 lipid droplet | S3 lipid droplet cell count max |
| --- | --- | --- |
| CCOC(=O)CN(C(=O)c1ccccc1)c1ccccc1C | ? | . |
| Fc1ccc(CNc2nc3ccccc3n3nnnc23)cc1 | -1%[9.22 µM] | -5 |
| O=C(N/C(=C\c1cccnc1)C(=O)N1CCCCC1)c1cccc(Br)c1 | ? | . |
| Cc1ccccc1N(C(=O)CNC(=O)c1ccco1)C(C(=O)NC1CCCCC1)c1ccncc1 (stereo not given) | ? | . |
| CCCCOc1ccc(NC(=O)C(=O)NCCCn2ccnc2)cc1 | ? | . |
| CCOC(=O)C1(c2nc(N)cs2)COC(=O)C1 (stereo not given) | 9% | 10 |
| COC(=O)c1ccc(NC(=O)CN2CCN(c3cccc(Cl)c3)CC2)cc1 | -1% | 7 |
| O=C(COc1ccc(Cl)cc1Cl)N1CCCC1 | 2% | 10 |
| Cc1ccc(N2C(=O)CS(=O)(=O)CC2=O)cc1 | ? | . |
| CCOc1ccc(C(=O)CCC(=O)Nc2ccncc2)cc1 | 6% | -9 |
| CSc1nnc(Cc2cc(=O)[nH]c(=O)[nH]2)n1-c1cc(C)ccc1C | ? | . |
| CN(C)c1ccc(/C=N/NC(=O)CCc2nc3ccccc3[nH]2)cc1 | ? | . |
| O=C(Nc1cc(C(F)(F)F)cc(C(F)(F)F)c1)Nc1cnn(-c2ccc([N+](=O)[O-])cc2)c1C(F)(F)F | -11% | -2 |
| CCc1nn(C(C)C(=O)NCCc2ccc(OC)c(OC)c2)c(=O)c2cc3occc3n12 (stereo not given) | ? | . |
| CC1Cc2cc(S(=O)(=O)N3CCN(c4ccccc4F)CC3)ccc2N1C(=O)C1CC1 (stereo not given) | ? | . |
| COc1cc(N=Nc2cccc(S(N)(=O)=O)c2)c2ccccc2c1N | -19% | 5 |
| Cc1cc(C)nc(N2CCC(C(=O)NCc3cccs3)CC2)n1 | ? | . |
| O=C(CCN1CCN(c2ccccc2F)CC1)Nc1cccc(F)c1 | ? | . |
| CCOc1ccc(S(=O)(=O)n2cc(-c3ccc(F)cc3)c(N)n2)cc1 | ? | . |
| CC(C)(C)c1ccc(CSc2nc(N)cc(=O)[nH]2)cc1 | ? | . |
| O=C1/C(=C/c2ccccc2)CCC1C1CCCC1 (stereo not given) | 9% | -10 |
| COc1ccc(F)cc1C(=O)C1CCCN(C(=O)c2ccc(C(C)=O)s2)C1 (stereo not given) | i | -25 |
| O=C(NCc1ccccn1)c1ccc(Br)s1 | ? | . |
| CC1CN(Cc2nc3c(c(=O)n(C)c(=O)n3C)n2Cc2ccccc2)CC(C)O1 (stereo not given) | ? | . |

Entries listed so far that have two or more sulfur atoms (seven):
| Compound | S3 lipid droplet | S3 lipid droplet cell count max |
| --- | --- | --- |
| Cc1ccc(C(=O)N2CC(C)CC(C)C2)cc1NC1=NC2CS(=O)(=O)CC2S1 (stereo not given) | ? | . |
| O=C1/C(=C\c2ccccc2Cl)SC(=S)N1CCC(=O)N1CCCc2ccccc21 | ? | . |
| Cn1c(SCC(N)=O)nnc1C1CCN(S(=O)(=O)c2ccccc2C(F)(F)F)CC1 | ? | . |
| CCN(CC)S(=O)(=O)c1ccc(S(=O)(=O)N2CCN(C(=O)c3ccco3)CC2)cc1 | 3% | -1 |
| O=C(Cc1ccc2c(c1)OCCO2)N1CCN(S(=O)(=O)c2cccs2)CC1 | ? | . |
| NC(=O)CSc1nnc(NC(=O)c2ccc(S(=O)(=O)N3CCCCC3)cc2)s1 | ? | . |
| Cn1c(SCC(=O)N2CCCC2)nnc1-c1ccc(S(=O)(=O)N2CCCC2)cc1 | ? | . |

(next part)
| Compound | S3 lipid droplet | S3 lipid droplet cell count max |
| --- | --- | --- |
| CCc1ccc(NC(=O)CSc2nc(=O)n(CCCN3CCOCC3)c3c2CCC3)cc1 | ? | . |
| O=C(NCc1ccccn1)C(=O)NN=C1CCCCCCCCCCC1 | 2% | 14 |
| COCCN=C1Sc2nc3cc4c(cc3cc2CN1CC1CCCO1)OCO4 (stereo not given) | ? | . |
| C=CCOC(=O)C(C#N)c1nc2ccccc2nc1N1CCCC1 (stereo not given) | ? | . |
| CCSc1nnc(NC(=O)C2CC2c2ccccc2)s1 (stereo not given) | ? | . |
| COc1ccc(C(=O)/C=C/c2ccc(N3CCCCC3)c([N+](=O)[O-])c2)cc1 | ? | . |
| O=C(COC(=O)c1ccc[nH]c1=O)NC1CCCCCC1 | -14% | -6 |
| COC(=O)c1ccc(NC(=O)C23CC4CC(C2)CC(n2cnc(Cl)n2)(C4)C3)cc1 | -10% | 3 |
| CC(C)OC(=O)CSc1nc(Cc2cccs2)nc2ccccc12 | -8% | 27 |
| CCCC1CCc2[nH]nc(C(=O)NN)c2C1 (stereo not given) | -42% | 7 |
| CC1CC(C)(C)Nc2ccc(OC(=O)c3ccco3)cc21 (stereo not given) | ? | . |
| O=C(N/N=C/c1ccc(-c2cccc([N+](=O)[O-])c2)o1)[C@H]1C[C@@H]1c1ccccc1 | ? | . |
| O=C(CCC1N=C2c3ccccc3N=C(SCc3ccc(Cl)cc3)N2C1=O)NCc1ccco1 (stereo not given) | -22% | 9 |
| COc1ccc(N(Cc2cc3ccc(C)cc3[nH]c2=O)C(C)=O)cc1 | 27% | 0 |
| CC(=O)C1=C(C)NC(=O)NC1c1ccc(Cl)cc1 (stereo not given) | ? | . |
| Cc1cc(C(=O)COc2cccc3cccnc23)c(C)n1C | ? | . |
| CCC(=O)Nc1ccc(-c2nnc(SCC(=O)N3CCCCC3)n2C)cc1 | ? | . |
| COc1ccccc1Oc1ccc(N/C=C/C(=O)C(C)(C)C)cc1 | 0% | -3 |
| COc1ccccc1-c1nn2c(-c3ccc(C(C)(C)C)cc3)nnc2s1 | 2% | -9 |
| COC(=O)C1=C(C)N(c2ccc(Cl)c(Cl)c2)C(=O)C1 | ? | . |
| CC(C)c1nnc(NC(=O)CSc2ncn[nH]2)s1 | ? | . |
| COc1ccccc1NC(=S)NCCSc1ccc(Cl)cc1 | 17% | 3 |
| Cn1cccc1/C=C1/SC(=O)N(CC(=O)N2CCCC2)C1=O | -5% | 0 |
| CCOc1cc(N2CCOCC2)c(OCC)cc1NC(=O)c1ccc(C)cc1 | ? | . |
| CCC1(C)Cc2nc3sc(C(=O)O)c(N)c3cc2CO1 (stereo not given) | i | . |
| Cc1ccc2nc3c(cc(C(=O)NC4CCCC4)c(=N)n3CCCn3ccnc3)c(=O)n2c1 | 7% | -5 |
| Cc1c(C(=O)OCC(=O)N(C)C2CCS(=O)(=O)C2)oc2ccc(Br)cc12 (stereo not given) | 8% | 3 |
| CC1SC(=NC(=O)C(C)N2C(=O)c3ccccc3C2=O)NC1=O (stereo not given) | 10% | 12 |
| CCn1c(SCC(=O)C(C)(C)C)nnc1-c1ccccc1OC | ? | . |
| O=C(O)Cc1ccc(NC(=O)Nc2cccc3ccccc23)cc1 | i | -25 |
| CCc1ccc[n+](-c2nc([O-])sc2C=O)c1 | ? | . |
| COc1ccc(CN(C)CC(=O)NC(=O)NCc2ccccc2)cc1OC | ? | . |
| CCOC(=O)c1oc2ccccc2c1NC(=O)CCl | ? | . |
| Cc1cnc(NC(=O)CCN2C(=O)C3CCCCC3C2=O)s1 (stereo not given) | i | . |
| Cn1c(=S)n(CCC(=O)O)c2ccccc21 | 5% | 13 |
| CN1CCN(C(=O)c2ccc3c(c2)NC(=O)C(C)(C)O3)CC1 | ? | . |
| Cc1ccc(NC(=O)NC(=O)COc2ccc(Cl)cc2Cl)c(C)c1 | ? | . |
| O=c1oc2c(Cl)cc(Cl)cc2cc1-c1nnc(Nc2ccccc2F)s1 | 4% | 2 |
| Cc1ccc2nc(SCC(=O)N3CCN(c4ccccc4)CC3)nc(=O)n2c1 | ? | . |
| COc1cccc(C(=O)O[C@@H]2[C@H](Cc3ccccc3)NS(=O)(=O)[C@H]3C[C@@H]4C=C[C@]23O4)c1 | ? | . |

Screening data deposited in PubChem BioAssay by National Center for Advancing Translational Sciences (NCATS).

Not all compounds are listed (hit frequency here may not be typical).
